ERAP1 inh – inhibitors of human ERAP1 aminopeptidase; Q9NZ08; recombinant ERAP1, Leu-AMC fluorescence, 60 min; inhibition, % at 10.7 µM; 0.15% of 340,000 active; AID 652197;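 active = mean replicate inhibition of at least 30%, or all replicates individually reaching that 30% level; inactive = mean below 30% and not every replicate reaching it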;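 note: 0% = neutral control wells and 100% = L-leucinethiol positive control wells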
Cneo AK release – causes C. neoformans cell lysis | lysis activity, % at 15 µM | AID 651654 | adenylate kinase release luminescence, 4 h; normalised: neutral wells 0, clomiphene wells 100 | 0.2% of 360,000 active;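 active = mean lysis activity across replicates of at least 80%, whatever share of replicates individually reach that level; inactive = mean lysis activity below 80%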
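read-out = cell lysis signal | test system = log-phase Cryptococcus neoformans yeast cells | input = cells at 5 × 10^6 per mL | medium = fresh YPD growth medium | signal = luminescent adenylate kinase detection reagent | timing = 4 h at 37 °C static, read 1 h later | dosing = single dose | controls = Clomiphene as positive lysis control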
RAD52 anneal inh – blocks human RAD52 DNA annealing | AID 651710 | P43351 | 0.46% of 360,000 active | inhibition, % at 18.7 µM | recombinant RAD52 DNA annealing, FRET fluorescence;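 active = every replicate showing at least 50% inhibition; inconclusive = mean inhibition at least 50% but not in every replicate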
Target sequence (P43351 whole entry, looked up): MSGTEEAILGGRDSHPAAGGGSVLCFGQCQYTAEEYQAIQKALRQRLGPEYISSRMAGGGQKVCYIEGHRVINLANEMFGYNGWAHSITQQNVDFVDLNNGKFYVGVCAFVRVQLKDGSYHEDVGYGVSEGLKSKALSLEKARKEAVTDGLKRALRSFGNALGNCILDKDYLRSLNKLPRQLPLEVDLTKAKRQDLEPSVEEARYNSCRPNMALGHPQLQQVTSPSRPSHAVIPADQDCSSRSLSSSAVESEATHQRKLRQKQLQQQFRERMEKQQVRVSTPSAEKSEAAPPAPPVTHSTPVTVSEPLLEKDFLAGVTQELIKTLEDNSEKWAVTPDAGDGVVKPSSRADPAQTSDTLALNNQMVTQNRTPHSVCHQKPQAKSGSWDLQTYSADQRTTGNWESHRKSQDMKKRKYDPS
PGC1a acetyl inh – modulators of PGC1a acetylation. 0.17% of 350,000 active. AID 651687. inhibition, % at 15.6 µM. U2OS PGC1a acetylation, AlphaScreen anti-acetyl-lysine; with virally co-expressed GCN5 acetyltransferase;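 active = every replicate shows inhibition of at least 40%; inconclusive = mean inhibition at least 40% but some replicate below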;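 note: 0% = neutral control wells and 100% = positive control wells; some results beyond the cut were filed as inactive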
RAD54 inh – RAD54 (human) branch migration inhibition; Q92698; inhibition, % at 10.4 µM; AID 602329; RAD54 Holliday junction branch migration, FAM/BHQ fluorescence; 0.14% of 360,000 active;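 active = mean normalized replicate activity at least 40 and at least half of replicates scoring 40 or more; inconclusive = only one of the two criteria met; inactive = mean below 40 and under half of replicates reaching 40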;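 note: 0% = median of neutral control wells and 100% = median of positive control wells; inhibitors cause a drop in the FAM fluorescence signal; in these data hits start at about 50%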
miR-122 sensor – blocks miR-122 activity in Huh7 sensor cells | Huh7 miR-122 Renilla luciferase sensor, 48 h; neutral wells = 0, positive control = 100 | activation (reporter increase), % at 12.5 µM | 0.3% of 340,000 active;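 active = mean replicate activation score at least 90 and every replicate individually at or above 90; inconclusive = only one of the two criteria met; inactive = neither criterion met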;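 note: higher luciferase means less miR-122 activity so hits act as miR-122 inhibitors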
PglD DTNB – blocks C. jejuni PglD acetyltransferase activity; inhibition, % at 12.5 µM; 0.098% of 360,000 active; purified PglD enzyme, DTNB colorimetric CoA detection; in the data active = inhibition above about 16%, passing the limit was not always enough; inconclusive = no clear call, values can overlap the other calls; note: strong numbers were not always called active
E-sel inducer – E-selectin induction on HUVECs. P16581. 0.37% of 260,000 active. AID 686992. activation, % at 7.58 µM. HUVEC E-selectin immunofluorescence imaging; normalized: neutral wells 0, TNF-alpha wells 100;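 active = mean E-selectin-positive cell signal at least 10% of the positive control, reached in at least 60% of replicates, without over 20% cell loss; inconclusive = no rule given, readout overlaps actives, possibly toxicity-flagged; inactive = the rest, including those meeting only one limit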;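 note: in these data hits start at about 27%; measured in HUVEC primary endothelial cells; signal is the percent of cells scored E-selectin positive by PE staining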
Target sequence (P16581 whole entry, looked up): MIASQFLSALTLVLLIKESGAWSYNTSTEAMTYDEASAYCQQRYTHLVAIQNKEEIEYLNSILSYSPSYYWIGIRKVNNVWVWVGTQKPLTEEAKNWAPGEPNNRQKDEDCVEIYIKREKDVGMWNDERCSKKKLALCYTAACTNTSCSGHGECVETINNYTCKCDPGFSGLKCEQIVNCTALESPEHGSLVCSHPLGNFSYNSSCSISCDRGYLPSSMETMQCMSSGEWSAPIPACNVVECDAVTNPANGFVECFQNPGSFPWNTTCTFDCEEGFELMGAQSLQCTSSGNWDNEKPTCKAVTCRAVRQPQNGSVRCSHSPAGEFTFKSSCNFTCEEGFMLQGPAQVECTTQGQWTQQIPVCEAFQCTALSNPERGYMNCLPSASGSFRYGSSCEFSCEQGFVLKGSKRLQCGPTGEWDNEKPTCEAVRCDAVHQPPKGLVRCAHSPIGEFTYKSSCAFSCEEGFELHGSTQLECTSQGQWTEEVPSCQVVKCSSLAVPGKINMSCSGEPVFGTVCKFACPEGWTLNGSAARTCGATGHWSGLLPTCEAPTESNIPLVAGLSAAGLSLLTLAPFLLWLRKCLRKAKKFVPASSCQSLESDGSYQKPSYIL
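System: HUVEC / Compound: single concentration / Signal: immunofluorescence imaging / Read-out: percent E-selectin-positive cells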
Starred values were filed as active, the others as inactive; ? = inconclusive; · = no result given; & = joins results of further samples; [ ] = dose if it differs, or a comment.

SMILES | ERAP1 inh | Cneo AK release | RAD52 anneal inh | PGC1a acetyl inh | RAD54 inh | miR-122 sensor | PglD DTNB | E-sel inducer
Cc1noc(C)c1S(=O)(=O)N(C)C[C@@H]1OCc2ccccc2-c2c(n(C)c3ccccc23)C(=O)N([C@H](C)CO)C[C@@H]1C | -1 | -4 | -3 | -10 | -5 | · | 0 | 1.8
C[C@H](CO)N1C[C@H](C)[C@H](CN(C)C)Oc2cc(C#Cc3ccccc3)ccc2S1(=O)=O | 0 | 1 | 9 | -7 | -3 | -5[16.7 µM] | -1 | ·
C[C@H](O)C#Cc1ccc2c(c1)O[C@H](CN(C)CC1CCOCC1)[C@H](C)CN([C@@H](C)CO)S2(=O)=O | -4 | -1 | 8 | -5 | -11 | 0[16.7 µM] | 2 | 0.0
O=C(NC1CCCCCC1)c1cccc(S(=O)(=O)N2CCOCC2)c1 | 5 | · | -10 | -9 | · | -4 | · | -0.3
O=C(NCCCN1CCCC1=O)c1nnc(Cc2c(F)cccc2Cl)o1 | · | 1 | · | -3 | -8 | 0 | -5 | ·
C[C@H]1CN([C@@H](C)CO)C(=O)c2cccc(NC(=O)c3ccc(-c4nccs4)cc3)c2O[C@H]1CN(C)S(=O)(=O)c1ccccc1 | -2 | 42 | -4 | 4 | 5 | -4[16.7 µM] | 3 | -0.2
Cc1cc(Cl)ccc1OCCCC(=O)OCC(N)=O | -7 | -4 | -21 | 12 | -9 | 0 | 6 | ?
Cc1ccc2c(c1)[C@H]1[C@H](CO2)[C@H](c2ccccc2)[C@]2(C)C(=O)NCC(=O)N12 | · | 1 | -46 | · | 6 | -5 | -4 | 0.2
COc1cc(/C=C/C(=O)Nc2ccc(OC)c(S(=O)(=O)N3CCOCC3)c2)ccc1OC(F)F | -1 | -1 | -6 | -12 | 10 | · | 2 | ·
Cc1ccc(CN2C(=O)C(F)(F)Oc3ccccc32)cc1 | 1 | 0 | -20 | -29 | -2 | 2 | -2 | ·
Cc1ccc2c(c1)c(N=NC(N)=S)c(O)n2Cc1ccccc1 | 3 | -2 | -13 | 17 | -3 | -1 | 0 | ·
CCCc1ccc(S(=O)(=O)N2CCN(C(C)C(=O)NCc3ccc(OC)cc3)CC2)cc1 (configuration not stated) | -2 | -1 | -1 | -14 | 7 | 1 | -3 | 0.2
C[C@@H]1CN([C@H](C)CO)C(=O)c2cc(C#CC3(O)CCCC3)cnc2O[C@@H]1CN(C)S(=O)(=O)c1ccccc1 | 1 | -2 | -1 | -1 | -4 | 12[16.7 µM] | 2 | 0.1
CCOc1ccc(NC(=O)C2CCC(CNc3c(N4CCCCC4)c(=O)c3=O)CC2)cc1 (configuration not stated) | -5 | 0 | -7 | 2 | -3 | · | -6 | 0.2
COc1cc(-c2noc(C)c2C#CCO)cc(OC)c1OC | 1 | 2 | 1 | -13 | 0 | -1 | -3 | 0.0
Cc1cc(C)cc(NC(=O)C2CCCN(S(=O)(=O)c3c(C)noc3C)C2)c1 (configuration not stated) | -5 | 6 | -6 | 22 | -3 | 1 | -2 | ·
Cc1cc(C)n(-c2nc(C)nc(N)n2)n1 | · | 4 | · | -2 | 1 | 1 | -2 | ·
O=C(C[C@@H]1CC[C@@H]2[C@H](COC[C@H](O)CN2Cc2cc(F)cc(F)c2)O1)NC1CCCC1 | -2 | 1 | 4 | -2 | 12 | -5[16.7 µM] | 3 | 0.0
COc1ccc(CN(C)C[C@@H]2OCCCC[C@H](C)Oc3ccc(NC(=O)C4CCCCC4)cc3C(=O)N([C@H](C)CO)C[C@@H]2C)cc1 | 1 | -9 | 22 | 2 | 4 | 7[16.7 µM] | -9 | -0.3
CC1CN(c2nc3ccccc3nc2C(C#N)C(=O)OC2CCCCC2)CC(C)O1 (configuration not stated) | · | 0 | · | · | -3 | 2 | 4 | ·
CCOc1ccc(CCNC(=O)COC(=O)c2cccc(S(=O)(=O)N(C)C)c2)cc1OCC | 1 | 1 | -13 | 5 | 0 | 10 | 1 | -0.1
C[C@H](CO)N1C[C@H](C)[C@H](CN(C)CC2CC2)Oc2ccc(NC(=O)c3ccncc3)cc2C1=O | -2 | · | -12 | 5 | · | · | · | 0.7
Cc1ccc(S(=O)(=O)N[C@@H]2CC[C@H](CCNS(=O)(=O)Cc3ccccc3)O[C@@H]2CO)cc1 | 1 | 1 | -4 | 6 | -5 | · | 2 | -0.3
O=C(COc1ccc2c(c1)oc(=O)c1ccccc12)N[C@@H](Cc1c[nH]c2ccccc12)C(=O)O | 2 | 1 | -3 | 5 | 10 | -1 | 1 | ·
CC(C)(C)CNC(=O)C1(C)CCN1C(=O)C1(c2ccccc2)CC1 (configuration not stated) | -8 | 1 | -8 | · | 3 | -2 | -1 | -0.1
CCn1cc(C(=O)NCCC(C)C)c(=O)c2cc(F)c(N3CCN(C)CC3)cc21 | -1 | 3 | -4 | -13 | 10 | 10 | -1 | ·
CC1=C(C)CC(C(=O)Nc2cccc(Cl)c2)C(C(=O)O)C1 (configuration not stated) | · | -3 | · | -6 | -10 | 5 | 10 | ·
COc1cccc(C(NC(C)=O)c2nc(-c3ccc4c(c3)OCO4)cs2)c1 (configuration not stated) | 2 | -2 | -7 | 6 | 9 | -1 | 2 | 0.1
CC(C)NC(=O)Nc1ccc2c(c1)C(=O)N([C@H](C)CO)C[C@H](C)[C@@H](CN(C)Cc1ccc(Cl)c(Cl)c1)OCCCC[C@@H](C)O2 | 2 | 3 | 0 | 2 | -5 | 2[16.7 µM] | 1 | ·
COc1ccc(NC(=O)CN2CCN(S(=O)(=O)c3ccc(Cl)cc3)CC2)cc1Cl | · | 1 | · | -4 | 5 | -3 | -1 | ·
Oc1ccc(-c2cc(-c3ccc(O)cc3)nc(-c3ccccc3)n2)cc1 | -3 | 0 | -20 | -1 | 13 | -6 | -5 | 0.6
Cc1cc([N+](=O)[O-])nn1CC(=O)NC1CCCCC1 | -3 | -1 | -9 | 6 | 5 | -6 | 0 | ·
O=C(Nc1cc(Cl)ccc1N1CCOCC1)c1ccncc1 | 18 | 0 | -9 | 5 | -5 | -4 | 3 | ·
COc1cccc(NC(=O)C2(C)CCN2Cc2ccccc2Cl)c1 (configuration not stated) | -3 | -1 | -19 | -3 | -5 | 8 | -2 | 0.0
Cc1nc(CSc2ccc(Cl)cc2)cc(N2CCOCC2)n1 | · | 3 | · | -11 | 0 | -2 | -5 | ·
COc1cccc(CN2[C@@H](CO)[C@@H](c3ccccc3)C23CN(C(=O)C2CC2)C3)c1 | 3 | · | -33 | -17 | · | · | · | -0.1
CC1CCCCN1S(=O)(=O)c1cccc(S(=O)(=O)N2CCOCC2)c1 (configuration not stated) | 1 | 0 | -11 | 15 | 2 | 0 | -4 | -0.2
COc1ccc(-c2nn(-c3ccccc3)cc2/C=N/N2C(=O)CSC2=S)cc1 | · | -4 | · | -8 | -5 | 1 | -6 | ·
COC(=O)c1[nH]c(C)c(/C(O)=C2\C(=O)C(=O)N(CCN3CCOCC3)C2c2cccnc2)c1C (configuration not stated) | · | 0 | · | -12 | -7 | -5 | -1 | ·
OCC[C@H]1C[C@@H](O)[C@H](O)[C@@]2(CCCCO2)O1 | -2 | 2 | -11 | · | -9 | · | 4 | 0.2
Cc1cccc(N2C(=O)C(Cl)=C(N3CCOCC3)C2=O)c1 | -2 | -4 | 14 | 81* | -6 | -4 | 5 | 3.1
CCN(CC)c1ccc(/C=N/N2CC(=O)NC2=S)cc1 | 1 | -1 | -39 | 4 | 1 | 3 | -2 | -0.3
COCC(=O)Nc1ccc(C(N)=O)cc1 | · | 1 | · | 2 | 5 | -9 | 4 | ·
COc1ccc(OCc2cc(C(=O)NC3CCc4ccccc43)no2)c(Cl)c1 (configuration not stated) | 0 | -8 | -9 | · | -4 | · | 0 | -0.9
CN(C)S(=O)(=O)c1ccc(NC(=O)COc2ncnc3sccc23)cc1 | 0 | -1 | -64 | -9 | -7 | 9 | 2 | ·
COc1ccccc1NCC(=O)n1nc(C)cc1C | 0 | · | -4 | 1 | · | · | · | 0.4
O=C(C[C@@H]1C[C@@H]2c3cc(NS(=O)(=O)c4ccc(F)cc4)ccc3O[C@@H]2[C@H](CO)O1)NCc1ccc(Oc2ccccc2)cc1 | -5&-1 | -1&0 | -13&-4 | -1&-4 | -14&6 | 32[16.7 µM] | 1&9 | 0.1&-0.5
O=C(c1cccc(N2CCCC2=O)c1)N1CCN(c2ccc(F)cc2)CC1 | 0 | 16 | 9 | -5 | -3 | · | 1 | ·
CC1CC(CCC(=O)NC(=S)Nc2ccc(S(N)(=O)=O)cc2)C(=O)O1 (configuration not stated) | -2 | 1 | -16 | 3 | 1 | 4 | -7 | -0.1
Clc1ccc(N2CCN(Cc3c[nH]c4ncccc34)CC2)cc1 | -4 | 4 | -11 | · | 1 | -3 | -4 | -0.2
Cc1ccc2c(c1)N(CC(=O)N1CCC(O)CC1)C(=O)CO2 | -2 | -2 | -12 | · | -20 | -2 | 1 | 0.0
COc1ccc(C#Cc2ccc3c(c2)[C@@H]2[C@@H](CCN2S(=O)(=O)c2ccccc2C)[C@@H](CO)N3C)cc1 | 3 | -1 | 13 | 5 | 1 | 21[16.7 µM] | 3 | 0.5
CC(C)C[C@H](NC(=O)c1nc[nH]c1C(=O)N(C)Cc1ccccc1)C(=O)OC(C)(C)C | -2 | 4 | -11 | · | 5 | · | -4 | -0.1
O=C(NCc1cccnc1)c1cc(Cl)ccc1[N+](=O)[O-] | · | 0 | · | · | -1 | -3 | -8 | ·

Pulled by compound from the list above, 2 records:
SMILES | ERAP1 inh | Cneo AK release | RAD52 anneal inh | PGC1a acetyl inh | RAD54 inh | miR-122 sensor | PglD DTNB | E-sel inducer
CCN(CC)c1ccc(/C=N/N2CC(=O)NC2=S)cc1 | 1 | -1 | -39 | 4 | 1 | 3 | -2 | -0.3
Cc1nc(CSc2ccc(Cl)cc2)cc(N2CCOCC2)n1 | · | 3 | · | -11 | 0 | -2 | -5 | ·

An excerpt of these results, with two lines to a compound.
Results follow in this order: ERAP1 inh	Cneo AK release	RAD52 anneal inh	PGC1a acetyl inh	RAD54 inh	miR-122 sensor	PglD DTNB	E-sel inducer
> COc1ccccc1NCC(=O)n1nc(C)cc1C
→ 0	·	-4	1	·	·	·	0.4
> O=C(C[C@@H]1C[C@@H]2c3cc(NS(=O)(=O)c4ccc(F)cc4)ccc3O[C@@H]2[C@H](CO)O1)NCc1ccc(Oc2ccccc2)cc1
→ -5&-1	-1&0	-13&-4	-1&-4	-14&6	32[16.7 µM]	1&9	0.1&-0.5
> O=C(c1cccc(N2CCCC2=O)c1)N1CCN(c2ccc(F)cc2)CC1
→ 0	16	9	-5	-3	·	1	·
> CC1CC(CCC(=O)NC(=S)Nc2ccc(S(N)(=O)=O)cc2)C(=O)O1 (configuration not stated)
→ -2	1	-16	3	1	4	-7	-0.1
> Clc1ccc(N2CCN(Cc3c[nH]c4ncccc34)CC2)cc1
→ -4	4	-11	·	1	-3	-4	-0.2
> Cc1ccc2c(c1)N(CC(=O)N1CCC(O)CC1)C(=O)CO2
→ -2	-2	-12	·	-20	-2	1	0.0
> COc1ccc(C#Cc2ccc3c(c2)[C@@H]2[C@@H](CCN2S(=O)(=O)c2ccccc2C)[C@@H](CO)N3C)cc1
→ 3	-1	13	5	1	21[16.7 µM]	3	0.5
> CC(C)C[C@H](NC(=O)c1nc[nH]c1C(=O)N(C)Cc1ccccc1)C(=O)OC(C)(C)C
→ -2	4	-11	·	5	·	-4	-0.1
> O=C(NCc1cccnc1)c1cc(Cl)ccc1[N+](=O)[O-]
→ ·	0	·	·	-1	-3	-8	·

Screens as filed in PubChem BioAssay.
